Assay outcomes (PubChem)
TrxR1 inh: rat TrxR1 inhibition; actives 1% (n = 390,000); Potency, µM (top dose mostly 114 µM), inactives show at the top dose activity change, negative = inhibition, usual class: inhibitors; O89049; recombinant rTrxR1, NADPH fluorescence consumption, selenite substrate; AID 588453; further: on the % scale 0 is the no-effect control and ±100 the full control effect; nearly all actives have a fitted effect of over 65% in size
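Rat TrxR1 (90 nM in the dispensed reagent) was pre-reduced with 400 uM NADPH for 5 min at room temperature, then incubated with compound for 15 min. After 400 uM selenite was added, NADPH fluorescence (Ex 340/Em 450 nm) was followed for 8 min.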
HP1b binding inh: blocks HP1-beta chromodomain binding to methylated histone tails; AlphaScreen HP1-beta / biotin-H3K9me3 peptide binding; P83916; AID 540317; Potency, µM (series often up to 114 µM), without a hit: top-dose activity change, negative = inhibition, most hits filed as inhibitors; actives 0.56% (n = 390,000); further: nearly all actives have a fitted effect of over 70% in size; inactives centre near 23
Target sequence (P83916 whole entry, looked up): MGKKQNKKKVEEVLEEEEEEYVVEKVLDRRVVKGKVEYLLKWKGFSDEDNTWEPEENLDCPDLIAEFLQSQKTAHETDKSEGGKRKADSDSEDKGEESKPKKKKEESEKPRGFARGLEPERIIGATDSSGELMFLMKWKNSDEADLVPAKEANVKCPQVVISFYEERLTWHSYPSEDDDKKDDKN
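Compound inhibition of the preformed complex between 50 nM HP1-beta and 50 nM biotinylated H3K9me3 peptide was read by AlphaScreen. Buffer was PBS pH 7.4 with 0.01% Tween-20. Incubations ran 30 min at room temperature, with 10 ug/mL donor/acceptor beads.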
RGS4 inh: blocks human RGS4-accelerated GTP hydrolysis; P49798; Transcreener GDP fluorescence polarization, RGS4-accelerated GTP hydrolysis; Potency, µM (series often up to 114 µM), without a hit: top-dose activity change, negative = inhibition, usual class: inhibitors; actives 0.039% (n = 390,000); AID 504845; further: on the % scale 0 is the no-effect control and ±100 the full control effect; nearly all actives have a fitted effect of over 75% in size; some results filed as inactive show a strong effect at the top dose
Target sequence (P49798 whole entry, looked up): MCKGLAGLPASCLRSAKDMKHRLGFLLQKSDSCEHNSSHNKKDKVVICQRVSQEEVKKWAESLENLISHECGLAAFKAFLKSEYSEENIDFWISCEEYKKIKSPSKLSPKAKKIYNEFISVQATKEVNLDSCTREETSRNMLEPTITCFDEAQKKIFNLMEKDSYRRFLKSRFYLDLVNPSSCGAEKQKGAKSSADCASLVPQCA
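MLSMR compounds (23 nl, pin-transferred) preincubated 10 min at room temperature with a 500nM (2x) first reagent, then RGS4 at 900nM (2x) plus Transcreener GDP mix added; fluorescence polarization (620/688 nm) read before and after 90 min at 30 °C.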
Pin1 inhibitor: blocks the human prolyl isomerase Pin1; Q13526; Pin1 FP peptide displacement, HiFluor488, 10 min; Potency, µM (titrated, usually from 115 µM), without a hit: at the highest dose activity, negative = inhibition, actives largely listed as inhibitors; actives 0.009% (n = 390,000); active means well fitted inhibition curve with a large enough effect in the polarisation, with a control signal flat, not every such curve was filed as active; inconclusive means small, poorly fitted or top-dose-only effect, or effect the other way, or a change in a side signal; inactive means no such curve, though single readings can be large or run the other way; the % refers to the polarisation; further: on the % scale 0 is the no-effect control and ±100 the full control effect
JMJD2A Tudor: inhibitors of human JMJD2A Tudor domain; actives 4.4% (n = 390,000); AID 504339; Potency, µM (series often up to 114 µM), inactives show at the highest dose activity change, negative = inhibition, most hits filed as inhibitors; O75164; AlphaScreen JMJD2A-Tudor / H3K4me3 peptide binding; further: on the % scale 0 is the no-effect control and ±100 the full control effect; nearly all actives have a fitted effect of over 50% in size
ALOX12 inh: ALOX12 (human) lipoxygenase inhibition. P18054. purified 12hLO, xylenol orange hydroperoxide absorbance. Potency, µM (top dose mostly 108 µM), for inactives: at the top dose activity change, negative = inhibition, actives largely listed as inhibitors. actives 1.1% (n = 580,000); further: on the % scale 0 is the no-effect control and ±100 the full control effect
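Purified human 12hLO at 150 nM in 25 mM Hepes, 0.01% Triton X-100, pH 7.0, preincubated 15 min at room temperature with compound. Reaction started with 40 uM arachidonic acid, 30 min at room temperature. Hydroperoxide measured by Fe-xylenol orange, 573/405 nm absorbance ratio.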
PGK inhibitor: blocks T. brucei phosphoglycerate kinase; actives 0.043% (n = 380,000); Potency, µM (highest dose often 57.5 µM), inactives show at the top dose activity change, negative = inhibition, hits mostly inhibitors; PGK/GAPDH coupled, Kinase-Glo luminescence, 60 min; AID 602233; further: on the % scale 0 is the no-effect control and ±100 the full control effect; nearly all actives have a fitted effect of over 60% in size
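Luminescent ATP detection (Kinase-Glo Plus) follows a 60-minute room-temperature incubation, with wells lacking PGK as controls. Buffer: 100 mM TEA (pH 7.6), 5 mM MgCl2, 0.01% Tween-20. Coupling enzyme GAPDH (100 nM final) supplies unstable 1,3-BPG in-well.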
GLS inh: glutaminase GLS (human) inhibition; GLS enzymatic activity, qHTS titration; Potency, µM (top dose mostly 45.5 µM), without a hit: at the top dose activity change, negative = inhibition, usual class: inhibitors; actives 0.21% (n = 410,000); AID 624170; further: on the % scale 0 is the no-effect control and ±100 the full control effect
Target sequence (O94925 whole entry, looked up): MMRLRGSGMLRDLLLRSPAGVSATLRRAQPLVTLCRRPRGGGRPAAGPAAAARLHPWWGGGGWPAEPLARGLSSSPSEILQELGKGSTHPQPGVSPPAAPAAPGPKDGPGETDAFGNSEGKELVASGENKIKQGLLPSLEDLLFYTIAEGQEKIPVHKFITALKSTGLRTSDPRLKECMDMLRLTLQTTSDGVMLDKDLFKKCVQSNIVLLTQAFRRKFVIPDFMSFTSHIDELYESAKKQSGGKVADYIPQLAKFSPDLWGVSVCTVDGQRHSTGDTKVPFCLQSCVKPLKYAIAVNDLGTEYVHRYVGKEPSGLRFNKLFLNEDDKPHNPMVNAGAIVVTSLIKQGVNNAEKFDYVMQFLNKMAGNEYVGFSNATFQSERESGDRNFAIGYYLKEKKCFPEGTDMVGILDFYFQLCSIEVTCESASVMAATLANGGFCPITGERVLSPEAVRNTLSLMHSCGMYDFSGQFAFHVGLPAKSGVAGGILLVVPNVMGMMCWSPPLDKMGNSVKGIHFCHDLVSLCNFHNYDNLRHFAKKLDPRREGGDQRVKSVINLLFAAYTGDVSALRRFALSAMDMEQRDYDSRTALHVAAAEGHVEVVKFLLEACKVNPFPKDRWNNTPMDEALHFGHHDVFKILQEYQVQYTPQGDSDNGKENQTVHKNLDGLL
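Human kidney-isoform GLS in 45 mM KH2PO4 pH 8.2, 0.02% Tween-20, with compound, started with 1mM L-Glutamine (added stock). Glutamate oxidase/HRP/Amplex red coupled fluorescence read at start and after 30 min at RT.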
ERG Ets-DNA blk: ERG Ets/DNA interaction inhibition; P11308; actives 0.028% (n = 370,000); Potency, µM (series often up to 76.9 µM), for the others: top-dose FP activity, negative = inhibition, hits mostly inhibitors; fluorescence polarization, His-ERG Ets domain / labelled DNA; active means well fitted inhibition curve with a large enough effect in the polarisation, with a control signal flat; inconclusive means small, poorly fitted or top-dose-only effect, or effect the other way, or a change in a side signal; inactive means no such curve, though single readings can be large or run the other way; the % refers to the polarisation;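 further: polarization taken with two DNA probes labelled with fluorescein and Texas red; % of control where 0% means no effect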
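His-tagged ERG Ets domain (1 uM in the protein solution; 300mM KCl, 50mM Tris-HCl, 1mM EDTA, 1mM DTT, pH 7.5) received compound, then a probe mix of 5 nM fluorescein-DNA and 100nM Texas-615-DNA. Fluorescence polarization was read for both dyes.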
* = called active by the depositor; i = inactive; ? = inconclusive; / = not tested or not shown; [ ] = dose if it differs, or a comment. Unless noted, the call rests on the fitted dose curve; in most records, active means well fitted curve in the direction sought with a large enough effect; inconclusive means small, poorly fitted or top-dose-only effect, or another doubt; inactive means no such curve, though single readings can be large; an effect the other way counts as inactive or inconclusive. Potency means the concentration at half of the fitted maximal effect. Not all compounds are listed; rates above refer to the full screens.

Compound	TrxR1 inh	ERG Ets-DNA blk	PGK inhibitor	JMJD2A Tudor	Pin1 inhibitor	ALOX12 inh	HP1b binding inh	GLS inh	RGS4 inh
CCN1CCN(C(c2ccc(C(F)(F)F)cc2)c2ccc3cccnc3c2O)CC1 (stereo unspecified)	3.55µM*	6.5%	4.6%	50.1µM*	-1.4%	8.91µM*	?	-12.5%	?
Cc1ccc(-n2ncc3c(=O)[nH]c(SCC(=O)N4CCC(C)CC4)nc32)cc1C	8.3%	-3.4%	-1.8%	-13.5%	-3.3%	-3.7%[57.4 µM]	37.2%	1.3%	12.8%
O=c1c2ccccc2c(C=NCc2ccccn2)c(O)n1-c1ccccc1	6.3%	-1.3%	-8.2%	-2.2%	?	0.2%	49.3%[activator]	-0.7%	13.2%
Cc1cc(C)cc(NC(=O)COc2ccc(C(=S)N3CCOCC3)cc2)c1	17.5%[57.1 µM]	0.9%	-7.3%	-25.4%	0.5%	-5.8%	-5.7%	0.9%	10.9%
O=C(CCn1c(=O)c2ccccc2n(Cc2ccc(Cl)cc2)c1=O)NCc1ccc2c(c1)OCO2	24.3%	10.1%	2.7%	-6.5%	1.3%	?	19.8%	4.5%	-30.6%
Cc1ccccc1NC(=O)/C=C1\SC(=O)NC1=O	-10.1%[57.1 µM]	-7.7%	-10.9%	-6.9%	-2.1%	-2.0%	28.0%	-4.0%	-15.1%
O=C(NCCC(=O)N1CCN(c2ccccn2)CC1)c1ccc([N+](=O)[O-])cc1	7.3%	-0.4%	4.5%	3.4%	-0.5%	0.0%	37.8%	-3.5%	-0.1%
O=C1c2ccccc2/C(=C\C#Cc2ccccn2)N1c1ccccc1	0.6%[57.1 µM]	9.1%	7.6%	-31.5%	47.5%[activator]	2.7%	-2.0%	-2.6%	-10.1%
CC1CCN(CCCNc2cc(NCCO)c([N+](=O)[O-])c3nonc23)CC1	0.4%	1.9%	1.2%	-4.1%	2.9%	2.5%	-11.7%	-5.0%	25.3%
COc1cc(C(=O)N2CCC(NC(=O)C(Cc3ccccc3C)NC(C)=O)CC2)cc(OC)c1OC (stereo unspecified)	5.0%	1.0%	-3.3%	-12.2%	11.8%	6.6%	36.8%[activator]	2.9%	-8.8%
Cc1nnsc1C(=O)N1CCN(c2cc(C(F)(F)F)ccn2)CC1	9.6%	-3.8%	i	-12.3%	1.6%	-6.7%	32.5%	-0.3%	37.7%
O=c1[nH]c(=S)[nH]c2c1C(c1cc([N+](=O)[O-])c(N3CCOCC3)cc1N1CCOCC1)O2 (stereo unspecified)	6.6%[57.1 µM]	3.8%	-9.2%	-35.3%	-5.7%	?	11.9%	0.2%	-24.5%
Cc1ccc(NC(=O)CCNS(=O)(=O)c2cccc3nsnc23)cc1F	15.2%	1.3%	0.5%	-12.9%	?	-0.1%	11.3%	-3.3%	16.6%
N#CC(C(=O)NC1CCCCC1)=C1CCCCC1	10.7%[57.1 µM]	8.7%	-1.3%	-12.2%	1.2%	-1.1%	17.9%	5.4%	-9.9%
Cc1cc(C)c2oc(-c3cccc(NC(=O)c4ccco4)c3)nc2c1	4.0%	-1.5%	-7.7%	-14.7%	?	-26.7%	32.1%	10.5%	13.3%
CC1=NN(C(N)=S)C(=O)C1N=Nc1cccc(C(=O)O)c1 (stereo unspecified)	-22.1%	3.3%	3.4%	3.98µM*	0.4%	-38.1%	11.6%	18.4%	8.3%
CCOC(=O)[C@@H]1C(c2c(OC)cc(OC)cc2OC)=NO[C@@H]1C(=O)OCC	7.5%[57.1 µM]	-3.4%	-9.7%	-2.4%	-1.7%	14.1%	21.7%	-6.5%	3.3%
O=C(O)c1ccc(OCC(O)Cn2c3ccccc3c3ccccc32)cc1 (stereo unspecified)	14.8%	2.1%	0.7%	1.0%	-1.6%	-2.0%	4.6%	-7.2%	14.4%
COc1cccc(CNS(=O)(=O)/C=C/c2ccc3c(c2)OCO3)c1	1.9%	-4.0%	-5.4%	-8.3%	1.5%	6.8%	10.1%	0.1%	10.3%
O=C(O)CCNC(=O)CCCn1nnc2ccccc2c1=O	13.0%	14.5%	-1.8%	1.5%[11.4 µM]	3.3%	-14.4%	68.8%[activator]	2.5%	19.4%[11.4 µM]

ALOX12 inh, hit marks shown above
Compound	TrxR1 inh	ERG Ets-DNA blk	PGK inhibitor	JMJD2A Tudor	Pin1 inhibitor	ALOX12 inh	HP1b binding inh	GLS inh	RGS4 inh
CCN1CCN(C(c2ccc(C(F)(F)F)cc2)c2ccc3cccnc3c2O)CC1 (stereo unspecified)	3.55µM*	6.5%	4.6%	50.1µM*	-1.4%	8.91µM*	?	-12.5%	?

Next records.
Compound	TrxR1 inh	ERG Ets-DNA blk	PGK inhibitor	JMJD2A Tudor	Pin1 inhibitor	ALOX12 inh	HP1b binding inh	GLS inh	RGS4 inh
Cc1ccc(C)c(Nc2cc(C)nc(-c3ccccc3O)n2)c1	9.4%	9.3%	-6.0%	79.7%[activator]	3.4%	0.0%	95.8%[activator]	-9.3%	-8.4%
CN(C)/C(=N\O)c1c(Cl)cccc1Cl	34.8%	2.6%	i	-10.8%	-1.9%	205.0%[activator]	-0.6%	15.2%	9.8%
CCOC(=O)c1ccc[n+](CC(=O)Nc2ccccc2OC(F)F)c1	-4.5%	6.2%	i	-1.4%	1.5%	?	41.2%[activator]	-0.8%	-42.2%
CC(Oc1ccc([N+](=O)[O-])cc1Cl)C(=O)Nc1ccc(C(N)=O)cc1 (stereo unspecified)	9.4%[57.1 µM]	-5.3%	4.3%	-7.5%[11.4 µM]	1.1%	-8.0%	-8.5%	1.8%	-14.1%
CC(=O)c1ccc(C(=O)N(Cc2cccnc2)c2nc3c(Cl)cccc3s2)cc1	-1.4%[57.1 µM]	3.6%	7.7%	-33.4%	5.4%	-17.8%	17.3%	-3.0%	-2.5%
O=C(CSc1ccc(Br)cc1)N1CCOCC1	17.3%	4.7%	-2.2%	?	-18.7%	6.2%	56.1%[activator]	4.7%	-35.2%[56.9 µM]
Cc1ccc(C)c(OCCSc2nnc(C)c(=O)[nH]2)c1	29.1%[57.1 µM]	1.5%	6.1%	-7.5%	-1.7%	-7.7%	30.4%	34.6%[activator]	-17.4%
COc1cc(/C=C2\C(=O)N(CCC#N)N=C2C)c(Br)cc1OC(C)C	?	10.5%	-5.9%	-8.3%	-3.8%	-10.3%	29.2%	-16.8%	-50.5%
CCOC(=O)c1sc2nc(N3CCOCC3)c3c(c2c1N)CC(C)(C)N(C)C3	-4.4%	6.2%	-2.8%	-22.0%	-0.7%	?	19.7%	17.0%	-24.5%
Cc1ccc(C(=O)Nc2onc3c2CCCC3)cc1	13.8%	0.1%	-4.9%	-10.8%	0.0%	-5.5%	31.0%	2.8%	16.2%
CC(=O)N(C)Cc1ccc(C(=O)CSc2nnc(C3CC3)n2C2CC2)cc1	-12.1%	/	-3.1%	-3.6%	-5.3%	?	15.2%	11.9%	-8.5%
Cc1cc(=O)oc2cc(NC(=O)CC3(CC(=O)O)CCCC3)ccc12	-23.0%[57.1 µM]	?	1.1%	-11.0%	-1.4%	108.8%[activator]	32.2%	11.9%	18.4%
COc1ccc(CCN2CC(C(=O)Nc3nnc(Cc4ccccc4)s3)CC2=O)cc1OC (stereo unspecified)	13.2%	0.6%	1.8%	-24.4%	5.5%	0.0%	25.5%	14.9%	-19.9%
CC12/C(=N/O)C3C4CC5C3/C(=N/O)C1C5C42 (stereo unspecified)	25.8%	/	i[11.5 µM]	-3.6%	1.3%	8.1%	8.6%	0.7%	-0.5%
CCN(c1ccccc1)S(=O)(=O)c1cccc(C(=O)NCCOc2ccccc2OC)c1	-3.6%	5.7%	i	-20.0%	-2.3%	7.8%	22.0%	5.6%	15.2%
CN(C)C(=O)C1C2NC(=S)N(c3ccc(Cl)cc3)C1(C)Oc1ccc(Cl)cc12 (stereo unspecified)	-6.5%[57.1 µM]	2.2%	0.7%	?	5.5%	?	12.8%	-6.3%	-14.0%
COc1ccccc1NC(=O)CSc1nnc2c3ccccc3n(C(C)C)c2n1	2.5%	1.5%	i	-11.8%	0.3%	6.6%	6.5%	2.6%	-23.9%
COc1cccc(CN2CCN(C(=O)c3cccc4ccccc34)CC2)c1	16.2%	-5.1%	-9.8%	28.2µM*	-6.7%	-20.7%	?	4.3%	7.2%
CC(C)(C)OC(=O)N/N=C/c1ccc(Br)cc1	-0.3%[57.1 µM]	-11.3%	-1.3%	6.1%	-1.9%	-18.2%	20.0%	-2.8%	-34.2%
NC(=O)c1ccsc1NC(=O)CCS(=O)(=O)c1ccc(Cl)cc1	17.8µM*	8.0%	-4.0%	-18.6%	-0.1%	?	26.7%	4.4%	-14.3%
CN(CC1COc2ccccc2O1)C(=S)Nc1ccccc1F (stereo unspecified)	-6.4%	-9.1%	-0.2%	3.9%[57.1 µM]	2.4%	-22.9%	35.9%	6.3%	-14.3%
O=C(c1cccc(-n2cccc2)c1)N1CCN(S(=O)(=O)c2ccccc2)CC1	-9.7%[57.1 µM]	-3.4%	?	5.62µM*	/	-22.7%	12.6µM*	?	-33.7%
